Compound activity as filed in PubChem BioAssay.
697 NFkB inh – inhibitors of the PMA/ionomycin-induced NF-kB reporter in 697 B cells; 697 B-cell NF-kB luciferase reporter, 16 h; inhibition, % at 4 µM; 330,000 compounds, 0.33% hits; AID 435022; in the data active means inhibition above about 35%
UPR XBP1 act – adaptive UPR (XBP1) activation | CHO-XBP1 luciferase reporter, IRE1-XBP1 UPR activation, luminescence; percent of tunicamycin response, DMSO as zero | activation, % at 20 µM | 330,000 compounds, 0.33% hits;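 active means versus positive control, 20 µM dose yields 30% or more activation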;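 further: 100% = tunicamycin at 10 µg/mL and 0% = DMSO only wells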
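Assay system: CHO-XBP1 luciferase reporter cells; Schedule: 6 h treatment, 37 °C; Detection: glow luminescence from Steady-Glo reagent; Benchmarks: high control tunicamycin 10 µg/mL final, low control DMSO vehicle only.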
CXCR6 block – CXCR6 (human) receptor inhibition; 360,000 compounds, 0.36% hits; CHO-K1 PathHunter CXCR6 beta-arrestin, luminescence; AID 602244; inhibition, % at 20 µM; in the data active means inhibition above about 34%, passing the limit was not always enough;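 further: antagonist mode with CXCL16 agonist at 10 nM final; 0% = 10 nM CXCL16 with DMSO and 100% = unstimulated wells without agonist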
Jurkat NFkB inh – lowers PMA/ionomycin-induced NF-kB signal in Jurkat cells | inhibition, % at 4 µM | PMA/ionomycin-induced NF-kB luciferase reporter, luminescence | 330,000 compounds, 0.53% hits; in the data active means inhibition above about 50%
EBI2 block – antagonists of human EBI2 receptor; AID 651636; inhibition, % at 5 µM; 360,000 compounds, 0.81% hits; EBI2 beta-arrestin recruitment, luminescence, 7a,25-OHC stimulated; in the data active means inhibition above about 38%;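 further: enzyme fragment complementation signal reports receptor beta-arrestin coupling in cells; 0% = agonist plus DMSO wells and 100% = wells without agonist; some results beyond the cut were filed as inactive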
CCR6 antag – CCR6 (human) receptor antagonism; CHO-K1 CCR6 PathHunter beta-arrestin, luminescence, CCL20-stimulated; inhibition, % at 20 µM; 340,000 compounds, 0.49% hits;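 active means compounds whose inhibition of the agonist-driven luminescence signal at 20 µM reaches about 50%, limit read from the data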;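 further: cells stimulated with CCL20 at 14 nM final; plate controls were DMSO with CCL20 for no effect and DMSO without agonist for full effect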
Gli-Sufu antag – blocks Gli-Sufu signaling in a luciferase reporter. Sufu-KO-LIGHT fibroblasts, Gli luciferase reporter luminescence. 340,000 compounds, 0.74% hits. inhibition, % at 5 µM;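 active means inhibition above about 55%, limit read from the data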;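 further: 0% = DMSO-treated cells and 100% = wells with medium but no cells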
UPR CHOP act – activators of apoptotic arm of unfolded protein response (CHOP) | 330,000 compounds, 0.34% hits | activation, % at 10 µM | AID 449763 | CHO-CHOP luciferase reporter, UPR activation, luminescence; percent of tunicamycin response over DMSO baseline;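 active means at 10 µM dose, activation of 40% or more, normalized to positive control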;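 further: 100% = tunicamycin at 10 µg/mL and 0% = DMSO alone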
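System: CHO-CHOP luciferase reporter cell line; amount: 500 cells/well; buffer or medium: F12 medium containing 10% fetal bovine serum; incubation: 6 h compound exposure at 37 °C after overnight seeding; measured by: luciferase luminescence after 10 min with Steady-Glo reagent; evaluation: % reporter activation, DMSO baseline versus tunicamycin full activation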
Mdm2 MdmX PPI – inhibitors of human Mdm2/MdmX interaction. inhibition, % at 8 µM. SaOS-2 split-luciferase Mdm2/MdmX complementation, luminescence. 330,000 compounds, 3% hits;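 active means inhibition of at least 50% at 8 µM in the primary screen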
Target sequence (O15151 whole entry, looked up): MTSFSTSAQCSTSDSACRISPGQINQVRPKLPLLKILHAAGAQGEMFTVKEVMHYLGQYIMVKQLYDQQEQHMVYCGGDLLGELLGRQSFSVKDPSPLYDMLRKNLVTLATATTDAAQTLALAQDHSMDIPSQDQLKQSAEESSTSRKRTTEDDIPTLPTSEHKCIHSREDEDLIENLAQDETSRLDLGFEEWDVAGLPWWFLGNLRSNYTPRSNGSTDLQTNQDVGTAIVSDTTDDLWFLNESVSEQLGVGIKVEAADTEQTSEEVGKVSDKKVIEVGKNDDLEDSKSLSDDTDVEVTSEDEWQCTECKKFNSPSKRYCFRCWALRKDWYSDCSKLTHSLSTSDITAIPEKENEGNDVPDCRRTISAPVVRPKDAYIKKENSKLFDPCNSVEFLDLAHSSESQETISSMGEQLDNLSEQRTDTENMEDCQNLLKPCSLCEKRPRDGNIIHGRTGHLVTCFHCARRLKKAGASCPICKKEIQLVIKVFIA
Target sequence (Q00987 whole entry, looked up): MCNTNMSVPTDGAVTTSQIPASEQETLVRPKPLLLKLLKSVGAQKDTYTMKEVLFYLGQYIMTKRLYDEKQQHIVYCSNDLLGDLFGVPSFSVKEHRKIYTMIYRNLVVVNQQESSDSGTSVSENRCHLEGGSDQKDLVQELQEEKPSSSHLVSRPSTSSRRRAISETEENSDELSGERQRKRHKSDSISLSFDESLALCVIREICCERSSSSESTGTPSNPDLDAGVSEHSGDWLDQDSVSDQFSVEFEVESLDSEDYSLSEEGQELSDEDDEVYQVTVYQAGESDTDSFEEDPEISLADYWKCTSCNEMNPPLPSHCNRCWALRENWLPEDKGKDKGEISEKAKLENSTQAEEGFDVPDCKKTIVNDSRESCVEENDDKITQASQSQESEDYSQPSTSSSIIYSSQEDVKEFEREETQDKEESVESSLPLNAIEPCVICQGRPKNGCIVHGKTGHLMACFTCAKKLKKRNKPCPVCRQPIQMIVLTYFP
* = called active by the depositor; · = no result given.

SMILES	697 NFkB inh	UPR XBP1 act	CXCR6 block	Jurkat NFkB inh	EBI2 block	CCR6 antag	Gli-Sufu antag	UPR CHOP act	Mdm2 MdmX PPI
Cc1cc(NC(=O)c2cc(S(=O)(=O)N3CCCCC3)ccc2C)no1	-6	3	-10	-8	0	12	-14	2.1	-10
CC(=O)c1nn(-c2cccc(Cl)c2)cc1C(=O)c1ccco1	-7	-1	5	20	-7	13	6	-2.2	-7
Cc1cc2oc(C(=O)NCCc3ccc(S(N)(=O)=O)cc3)c(C)c2cc1C	12	-3	4	-15	-13	-1	6	-1.3	21
Cc1ccc(N2C3=C(C(=O)CC(C)(C)C3)C(c3cn(C)nc3C)C3=C2CC(C)(C)CC3=O)cc1	-9	-1	4	4	14	2	3	0.7	19
Cc1ccc(C(CC(N)=O)c2ccco2)cc1 (stereo not drawn)	19	-1	-13	8	-1	-7	3	0.7	9
CC(NC(=O)CCC(=O)c1ccc(F)cc1)C1CC2CCC1C2 (stereo not drawn)	18	0	10	-3	3	6	-3	0.0	-6
CC1(c2nnc(-c3cccc(Cl)c3)o2)CC(c2c(Cl)cccc2Cl)=NO1 (stereo not drawn)	6	1	11	5	39	16	-21	-2.8	-6
CCOc1ccc(S(=O)(=O)N2CCC(C(=O)NC3CCCC3)CC2)cc1	12	-3	3	20	-5	7	-7	1.1	27
Cc1ccc(NS(=O)(=O)c2ccc(Cl)c(C(=O)Nc3cccc(C(=O)O)c3)c2)cc1	4	-3	1	-5	-18	-7	-6	-1.3	33
CCCCOC(=O)CSC1=C(C#N)C(c2cccnc2)C(C(=O)OCC)=C(c2ccccc2)N1 (stereo not drawn)	3	-3	12	12	11	14	6	1.0	20
CC(NC(=O)CCc1nnc(-c2ccc(-c3ccccc3)cc2)o1)c1nccs1 (stereo not drawn)	3	-2	-7	2	0	22	8	-2.8	-24
CCOC(=O)CN1C(=O)C(=O)N(Cc2ccccc2F)C1=O	10	0	-2	-1	1	4	10	-1.1	-16
COc1cc(/C=C2/NC(=O)N(Cc3ccccc3F)C2=O)cc(OC)c1O	3	-1	-7	-27	-9	-31	5	-0.9	-20
Cc1nn(C)c(C)c1NC(=O)CSc1nc(-c2ccccc2F)nc2c1cnn2-c1ccccc1	·	·	4	·	3	18	1	·	·
O=C(Nc1ccccc1)NC1(C(=O)N2CCC(O)CC2)CCCCC1	15	3	-2	-7	-5	4	23	2.1	18
Cc1ccc(S(=O)(=O)N2CCCCC2)cc1NC(=O)Cc1c[nH]c2ccccc12	-79	-1	-4	66*	1	2	1	2.5	22
C=CCCC1CN(Cc2ccco2)S(=O)(=O)c2c(F)cccc2O1 (stereo not drawn)	·	·	7	·	1	26	3	·	·
CN(C)c1ccc(/C=N/NC(=O)CNC(=O)c2ccncc2)cc1	-7	-5	2	-8	-6	-7	-7	0.1	22
CCC(Oc1cccc(C)c1)C(=O)Nc1ccccc1C(=O)N1CCOCC1 (stereo not drawn)	5	-5	14	-1	-1	-2	1	0.0	2
Cc1cc2c(cc(C(=O)N3CCC(C(=O)NC4CCCC4)CC3)n2Cc2c(F)cccc2Cl)o1	-20	1	-4	18	7	3	31	16	29
CCn1c(SCC(=O)Nc2ccc(C(=O)OC)cc2)nc2cccnc21	11	0	-5	-5	-2	15	-2	-1.3	-16
COc1ccccc1OCCNC(=O)c1ccc(Br)cc1	-41	4	-17	-48	6	-3	-22	4.5	-5
O=C(NC1CCCCC1)N1CCCCCCC1	20	2	6	-8	3	11	-1	-1.6	17
Cc1ccc(C(=O)CCC2CCCCC2=O)cc1 (stereo not drawn)	-19	3	-6	-19	-5	-9	-31	5.5	6
Cc1cc(C)cc(NC(=O)c2ccc(CSc3nnnn3C)cc2)c1	18	2	-2	-19	-3	26	6	0.5	-7
(next part)
SMILES	697 NFkB inh	UPR XBP1 act	CXCR6 block	Jurkat NFkB inh	EBI2 block	CCR6 antag	Gli-Sufu antag	UPR CHOP act	Mdm2 MdmX PPI
COC(=O)CCCC(=O)NCC1(N(C)Cc2ccccc2)Cc2ccccc2C1	-3	-6	3	-7	-1	-2	-6	-1.3	14
O=C(CSc1cccc(C(F)(F)F)c1)Nc1cc(S(=O)(=O)N2CCCC2)ccc1Cl	7	1	-9	-5	2	6	-1	0.8	5
Cn1c(CNC(=O)CNS(=O)(=O)c2ccccc2)cc(=O)n(C)c1=O	-43	-5	-14	2	-4	19	-24	2.6	-4
CCC(CC)NCc1ccc2c(c1)c1ccccc1n2CC	7	9	-8	8	-24	-14	28	0.2	57*
CC1Cc2ccccc2N1CC(=O)Nc1ccc(N2CCOCC2)cc1 (stereo not drawn)	7	1	-1	14	-3	11	-5	0.3	17
Cc1cccc(-n2c(C)nc3c(cnn3-c3ccc(F)cc3)c2=O)c1	-39	0	-3	-8	5	11	20	2.7	12
O=C(Nn1c(SCc2ccc([N+](=O)[O-])cc2)nc2ccccc2c1=O)c1ccc(F)cc1	-130	1	14	-87	-1	3	-10	5.6	-49
CS(=O)(=O)N1CCC(C(=O)Nc2cccc(C(F)(F)F)c2)CC1	-15	0	1	-25	-5	-4	-3	-2.9	7
O=C(COC(=O)c1ccccc1Br)Nc1ccc2[nH]c(=O)[nH]c2c1	2	-1	5	8	-9	3	-3	-0.8	12
CN(C)CCNC(=O)NC1CCCCC1	8	1	-4	15	1	7	2	-2.8	10
COC(=O)c1ccccc1N/C=C1\CCc2c(c(C)nn2-c2ccccn2)C1=O	11	-1	2	1	5	-6	-7	-2.3	34
CC(C)c1ccc(NC(=O)C2CSC3(C)CCC(=O)N23)cc1 (stereo not drawn)	11	-4	-5	-8	-3	8	-11	0.5	8
Cc1cccc(C)c1OCC(=O)N(Cc1ccco1)C1CCS(=O)(=O)C1 (stereo not drawn)	22	-2	6	-8	2	-12	5	-0.3	29
CCCCN1CCc2c([nH]c3c(C)cccc23)C1=O	-114	3	-15	-72	4	4	-104	2.7	-54
CCN1CCN(C(=O)CN(CC)S(=O)(=O)c2ccc(F)cc2)CC1	21	-1	-1	14	-13	4	-12	2.5	21
COc1ccccc1CNC(=O)c1cc2c(C)nn(Cc3ccc(F)cc3)c2s1	28	0	5	10	31	10	-15	0.3	36
Brc1ccc(CNCc2cccs2)cc1	-21	0	12	-10	4	4	-19	1.4	-5
CCN(CC)c1cc(CS(=O)c2ccccc2)nc(-c2ccccc2)n1 (stereo not drawn)	-5	-5	-2	5	6	17	30	1.0	38
Nc1nc(CN2CCN(Cc3ccccc3)CC2)nc(Nc2ccc3c(c2)OCCO3)n1	-1	2	-6	0	-10	1	6	0.2	13
COCn1cnc(-c2ccccc2)c1-c1ccccc1	-6	2	4	-18	-5	-8	0	-0.6	3
O=C(O)CN1CCN(Cc2ccccc2F)C1=O	3	-5	-1	-9	-9	9	-1	-1.9	20
CC(O)C(NS(=O)(=O)c1ccc(Cl)cc1)C(=O)OCc1nnc(-c2ccccc2)o1 (stereo not drawn)	-6	-3	16	3	-1	8	32	-1.2	-2
COC(=O)c1cc(NS(=O)(=O)c2cccc(Cl)c2)ccc1N1CCOCC1	-6	0	-1	-2	7	6	4	0.7	4
CCOc1cnc(-c2ccccc2F)o1	16	3	1	-1	-5	22	-4	7.1	-11
O=C(CNc1ccc(C(F)(F)F)cc1)Nc1cccc(S(=O)(=O)N2CCCC2)c1	15	-3	-21	2	-7	8	-24	-0.9	14

Fetched by structure from above (5):
SMILES	697 NFkB inh	UPR XBP1 act	CXCR6 block	Jurkat NFkB inh	EBI2 block	CCR6 antag	Gli-Sufu antag	UPR CHOP act	Mdm2 MdmX PPI
CCOc1cnc(-c2ccccc2F)o1	16	3	1	-1	-5	22	-4	7.1	-11
O=C(CNc1ccc(C(F)(F)F)cc1)Nc1cccc(S(=O)(=O)N2CCCC2)c1	15	-3	-21	2	-7	8	-24	-0.9	14
CC(O)C(NS(=O)(=O)c1ccc(Cl)cc1)C(=O)OCc1nnc(-c2ccccc2)o1 (stereo not drawn)	-6	-3	16	3	-1	8	32	-1.2	-2
O=C(O)CN1CCN(Cc2ccccc2F)C1=O	3	-5	-1	-9	-9	9	-1	-1.9	20
Brc1ccc(CNCc2cccs2)cc1	-21	0	12	-10	4	4	-19	1.4	-5

Next part
SMILES	697 NFkB inh	UPR XBP1 act	CXCR6 block	Jurkat NFkB inh	EBI2 block	CCR6 antag	Gli-Sufu antag	UPR CHOP act	Mdm2 MdmX PPI
Cc1cccn2c(=O)c3cc(C(=O)NC4CCS(=O)(=O)C4)sc3nc12 (stereo not drawn)	14	-2	2	13	4	-10	-1	2.0	25
CCN(CC)C(=O)CSc1nnc2nnc3cc(C)ccc3n12	17	3	-3	-4	6	-4	11	0.9	35
Cc1nnc(NCc2ccccc2)c2ccccc12	-12	-5	-1	-13	-15	7	-2	-1.0	-3
CCN(CC)S(=O)(=O)c1ccc(C)c(NC(=O)COc2ccc(Br)cc2Cl)c1	-11	4	3	-3	-2	-12	7	1.5	15
Cc1ccc(NS(=O)(=O)c2ccc(-c3csc(C)n3)s2)c(C)c1	3	-3	-1	20	9	5	3	-1.3	19
COc1ccccc1NC(=O)Nc1c(C)n(C)n(-c2ccccc2)c1=O	22	0	0	5	-2	10	-5	1.3	16
COc1ccc(C(=O)NCCS(=O)(=O)NCC2CCCO2)cc1 (stereo not drawn)	-17	0	-8	7	0	3	-9	0.7	1
O=C(Nc1ccccc1)Nc1nnc(COc2ccccc2F)s1	12	-4	-6	6	-9	9	2	-2.3	19
COc1cc(NS(=O)(=O)c2ccc3c(c2)n(C)c(=O)n3C)cc(OC)c1	3	-1	-2	16	9	3	18	-0.8	16
CC(C)OC(=O)NCN1C(=O)C2C3C=CC(C3)C2C1=O (stereo not drawn)	27	-1	4	6	3	-4	-1	1.0	20
CCCC(=O)Nc1ccc(S(=O)(=O)N2CCC(c3nc4ccccc4[nH]3)CC2)cc1	13	-2	0	-1	-8	0	4	0.9	25
NC(=O)c1ccccc1NC(=O)CCCCCn1nnc2ccccc2c1=O	9	-2	1	-12	-10	9	-13	-0.6	24
C/C(=N/NC(=O)c1cc(-c2ccc(Cl)s2)[nH]n1)c1ccco1	1	1	-14	-13	6	-2	-2	2.7	3
Cc1ccc(CN(C)C(=O)c2cccc(S(=O)(=O)N3CCN(Cc4ccccc4)CC3)c2)o1	9	-4	-1	14	1	5	7	3.5	11
CCOC(=O)CCc1c(C)nc2c(c(C)nn2-c2ccc(C)cc2)c1C	10	-8	2	4	-2	11	6	1.5	14
Cc1ccc(S(=O)(=O)N2CCOCC2)cc1C(=O)OCC(=O)N1CCCCC1	1	0	6	0	1	5	-3	-1.5	-16
CCOC(=O)c1c(OCCO)nn(-c2ccc(Cl)cc2)c1N	14	-1	0	0	-11	8	0	0.3	8
COc1ccc(C(=O)Nc2ccc(C(=O)OCC(=O)c3cccc4ccccc34)cc2)cc1	0	-3	0	1	0	9	-11	0.3	10
CCNC(=O)NC(=O)CSc1ccc2ccccc2c1	2	-3	2	-8	-8	-2	-2	-1.0	16
O=C(NC(=S)NCCc1ccc(Cl)cc1)c1ccco1	-6	0	7	-11	4	6	-4	1.0	18
Cc1sc2nc(SCC(=O)N3CCOCC3)[nH]c(=O)c2c1C	8	-1	-13	2	5	8	-2	-2.6	23
O=C(CN1C(=O)c2ccccc2S1(=O)=O)c1ccc(OC(F)F)cc1	40*	-9	1	17	5	6	78*	-6.7	50*
CCN(CC(=O)N1CCN(c2ccccc2)CC1)S(=O)(=O)c1ccc(C)cc1	11	-2	4	10	-12	4	8	3.4	-10
